# Assay outcomes (PubChem)
# NPC1 prom act: NPC1 promoter activation | Huh7 NPC1 promoter luciferase reporter, 24 h | Potency, µM (highest dose often 9.22 µM), inactives show at the top dose activation, actives largely listed as activators | actives 2.4% (n = 320,000) | AID 485313;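 note: potency is the fitted concentration of half-maximal effect; % of control where 0% means no effect; nearly all actives have a fitted effect of over 60% in size; reporter is driven by a mutant NPC1 promoter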
#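 Huh7 reporter cells (NPC1 promoter driving luciferase) are dosed with compound for 24 h at 37 °C, 5% CO2; luciferase detection reagent is then added and luminescence measured after 10 min at ambient temperature.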
# Tb PFK block: blocks T. brucei phosphofructokinase; T. brucei PFK, ADP-Glo luminescence; Potency, µM (highest dose often 57.5 µM), for the others: at the top dose activity, negative = inhibition, hits mostly inhibitors; actives 0.17% (n = 330,000); AID 485367;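 note: potency is the fitted concentration of half-maximal effect; 0% = uninhibited 1x PFK enzyme wells and -100% = no-enzyme wells; nearly all actives have a fitted effect of over 60% in size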
# Target sequence (O15648 whole entry, looked up): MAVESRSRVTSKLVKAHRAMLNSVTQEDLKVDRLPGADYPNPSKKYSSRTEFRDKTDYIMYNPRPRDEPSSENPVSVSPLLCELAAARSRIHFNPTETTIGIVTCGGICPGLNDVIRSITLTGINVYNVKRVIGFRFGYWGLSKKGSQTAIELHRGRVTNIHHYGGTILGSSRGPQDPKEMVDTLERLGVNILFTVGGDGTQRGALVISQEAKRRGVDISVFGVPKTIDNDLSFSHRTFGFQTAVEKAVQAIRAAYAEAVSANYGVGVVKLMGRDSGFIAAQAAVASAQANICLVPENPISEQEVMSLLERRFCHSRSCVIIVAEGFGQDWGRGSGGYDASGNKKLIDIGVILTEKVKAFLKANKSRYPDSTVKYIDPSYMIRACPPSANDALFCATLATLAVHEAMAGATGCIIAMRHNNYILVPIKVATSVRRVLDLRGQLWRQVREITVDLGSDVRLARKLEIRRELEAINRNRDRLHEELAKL
#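 In TEA buffer at pH 8.0 with 5 mM MgCl2, enzyme (1.25 nM) converted F6P (0.5 mM) and ATP (0.1 mM) for 45 min at room temperature. ADP product was read by luciferase luminescence.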
# RORgamma inh: blocks mouse ROR gamma transcriptional activity; actives 5.4% (n = 310,000); Drosophila S2 Gal4-RORgamma UAS-luciferase reporter, 20 h; P51450; Potency, µM (series often up to 53.6 µM), for inactives: at the highest dose activity change, negative = inhibition, usual class: inhibitors; note: potency is the fitted concentration of half-maximal effect; % is set by controls: 0 for no effect and ±100 for the full control effect; nearly all actives have a fitted effect of over 60% in size
# Target sequence (P51450 whole entry, looked up, the tested form may be a part): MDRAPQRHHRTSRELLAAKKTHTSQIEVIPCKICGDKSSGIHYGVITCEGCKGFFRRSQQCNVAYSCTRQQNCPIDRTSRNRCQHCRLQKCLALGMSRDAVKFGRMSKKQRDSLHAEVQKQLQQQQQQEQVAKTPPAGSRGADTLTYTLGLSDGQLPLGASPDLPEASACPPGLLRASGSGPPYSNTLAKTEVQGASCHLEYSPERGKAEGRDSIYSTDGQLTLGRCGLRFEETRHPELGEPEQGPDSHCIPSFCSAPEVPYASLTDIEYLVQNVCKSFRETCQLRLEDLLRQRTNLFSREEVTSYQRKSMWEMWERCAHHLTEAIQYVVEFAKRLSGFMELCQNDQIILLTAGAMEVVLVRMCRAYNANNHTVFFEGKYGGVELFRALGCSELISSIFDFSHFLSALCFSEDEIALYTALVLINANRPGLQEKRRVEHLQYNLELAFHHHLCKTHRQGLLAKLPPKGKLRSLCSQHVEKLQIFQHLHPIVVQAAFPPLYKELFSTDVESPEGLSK
#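 Stable Schneider cell line, Gal4 DNA-binding domain fused to ROR gamma, UAS-luciferase. Cmpd 1 hr RT → CuSO4 700 uM final → 20 hr RT → luciferase reagent 10 min → luminescence.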
# Rab9 promoter act: activators of Rab9 promoter | Huh7 Rab9 promoter-luciferase reporter, luminescence, 24 h | Potency, µM (titrated, usually from 9.22 µM), without a hit: at the top dose activation, negative = inhibition, actives largely listed as activators | actives 2.8% (n = 320,000); note: potency is the fitted concentration of half-maximal effect; % of control where 0% means no effect; nearly all actives have a fitted effect of over 60% in size
#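 Huh7 reporter line, Rab9 promoter upstream of luciferase. Compound exposure 24 h at 37 °C in reduced-serum medium with 10% FBS. Read-out: luminescence.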
# FLuc counter: firefly luciferase modulation, counter-screen for miR-21 project. P08659. purified FLuc, Km substrates, luminescence inhibition. Potency, µM (top dose mostly 57.5 µM), for inactives: top-dose activity change, negative = inhibition, usual class: inhibitors. actives 6.9% (n = 360,000). AID 588342;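 note: potency is the fitted concentration of half-maximal effect; plate controls were vehicle for no effect and reference inhibitor for full effect; nearly all actives have a fitted effect of over 55% in size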
#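 Purified P. pyralis luciferase (10nM final) with 10uM D-luciferin and 10uM ATP (Km levels) in 50mM Tris acetate pH 7.5, 10mM Mg acetate, 0.01% Tween-20, 0.05% BSA; qHTS 6-point titration, ~60 µM downward; luminescence read.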
# Gal4-VP16 FLuc: counter-screen for ROR gamma inhibitors: Gal4-VP16 reporter | AID 2546 | Potency, µM (top dose mostly 53.6 µM), inactives show at the top dose activity, negative = inhibition, usual class: inhibitors | actives 3.5% (n = 310,000) | Drosophila S2 Gal4-VP16 UAS-luciferase, luminescence, 20 h;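 note: Gal4-VP16 expression switched on by copper sulfate through the metallothionein promoter; potency is the fitted concentration of half-maximal effect; % is set by controls: 0 for no effect and ±100 for the full control effect; nearly all actives have a fitted effect of over 50% in size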
# p53 reactivation: restores transcriptional activity of mutant p53; Potency, µM (top dose mostly 92.2 µM), inactives show at the highest dose activity change, positive = activation, hits mostly activators; H1299 p53-A138V BP100-luciferase reporter, luminescence, 24 h; actives 0.063% (n = 320,000); note: potency is the fitted concentration of half-maximal effect; % of control where 0% means no effect; nearly all actives have a fitted effect of over 45% in size
#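 H1299 (p53-null), stable ts p53-A138V + BP100-Luc; 1000 cells/well, Opti-MEM/10% FBS; cpd 4 pt, 1:5; 24 h, 37 deg C, 5% CO2; detection reagent 10 min RT; luminescence.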
# BRCA1 expr act: BRCA1 expression activation. actives 1.1% (n = 380,000). MCF7-BRCA1-FFLuc reporter, luminescence, 48 h; response scale: scaled: vehicle 0%, 10 µM genistein 100%. Potency, µM (top dose mostly 46.1 µM), for the others: at the highest dose activation, usual class: activators; note: potency is the fitted concentration of half-maximal effect; nearly all actives have a fitted effect of over 80% in size; some results filed as inactive show a strong effect at the top dose
#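 48 h compound treatment of MCF7-BRCA1-FFLuc cells (phenol-red free MEM, 37 °C), then 15 min with luciferase substrate and luminescence imaging.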
# ELG1 DNA repair: inhibitors of ELG1-dependent DNA repair in HEK293T cells | HEK293T ELG1-luciferase reporter, luminescence, 16 h; DNA damage induced by 5-fluorouridine | Potency, µM (top dose mostly 46.1 µM), for the others: top-dose activity change, negative = inhibition, hits mostly inhibitors | actives 2.3% (n = 330,000); note: potency is the fitted concentration of half-maximal effect; % is set by controls: 0 for no effect and ±100 for the full control effect; nearly all actives have a fitted effect of over 55% in size
#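 In this reporter screen, reduction of luminescence relative to DMSO vehicle indicated activity. Compounds and 5-fluorouridine were added together to 2,000 cells per well, incubated for 16 hr at 37 °C, then developed with ONE-Glo.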
# ELG1 genotoxic: induces genotoxicity in HEK293T cells with luciferase-tagged ELG1; HEK293T ELG1-luciferase reporter, luminescence, 16 h; Potency, µM (top dose mostly 46 µM), for inactives: top-dose activity change, positive = activation, usual class: activators; actives 1.3% (n = 330,000); note: potency is the fitted concentration of half-maximal effect; % of control where 0% means no effect; nearly all actives have a fitted effect of over 60% in size
#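 DMSO vehicle served as control against compound-treated ELG1-luciferase HEK293T cells; exposure lasted 16 hr at 37 °C and 5% CO2, followed by ONE-Glo luminescence detection after 30 min.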
# TRPV1 ag: agonists of human vanilloid receptor 1 (TRPV1); Q8NER1; actives 0.19% (n = 320,000); TRPV1-expressing cells, Fluo-8 calcium influx, agonist mode; activation, % at 8.33 µM; in the data active = activation above about 80%; inconclusive = between about 30% and that limit; note: 0% is about no effect
#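 TRPV1-expressing cells were cultured overnight at 35.5C and loaded with Fluo-8 calcium dye for 40 to 90 min at room temperature. After a 10 s baseline, compound was added and calcium influx was read kinetically for 3 min (ex 480/em 520 nm).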
# Active calls of the source: *; u = inconclusive; x = not tested or not shown; & = joins results of further samples. Unless noted, calls come from the whole dose curve; as a rule, active = well fitted curve in the direction sought with a large enough effect; inconclusive = small, poorly fitted or top-dose-only effect, or another doubt; inactive = no such curve, though single readings can be large; an effect the other way counts as inactive or inconclusive. This is a random part of the collection. About 15% of those tested had a hit in this group.
SMILES,NPC1 prom act,Tb PFK block,RORgamma inh,Rab9 promoter act,FLuc counter,Gal4-VP16 FLuc,p53 reactivation,BRCA1 expr act,ELG1 DNA repair,ELG1 genotoxic,TRPV1 ag
O=C(Oc1coc(CSc2nnc(NC(=O)c3cccs3)s2)cc1=O)c1ccccc1,-2%,-26%,-11%,-1%,-18%,-6%,18%,5%,4%,1%,-1
COc1ccc(S(=O)(=O)N2CCN3CCCC3C2)cc1 (stereo not given),0%,1%,-4%,-5%,2%,-8%,x,-4%,-12%,x,0
CCCCN(C(=O)c1cccc(S(=O)(=O)N2CCN(C)CC2)c1)c1c(N)n(CCC)c(=O)[nH]c1=O,-6%,-8%,x,-4%,-1%,x,9%,-13%,27%,2%,0
CCN(CC)S(=O)(=O)c1ccc(C(=O)Nc2cc(C)on2)cc1,-5%,0%,0%,2%,5%,-2%,0%,0%,2%,-5%,21
O=C(Nc1ccc2c(c1)OCO2)N1CCCc2ccccc21,0%,-9%,10%,9%,u,-5%,11%,0%,u,5%,4
C=CCNc1nc(C(=O)OC(C)C(=O)c2ccc(C)cc2)cs1 (stereo not given),x,4%,x,x,x,x,u,u,u,u,x
Cc1cc(N2CCCC2)ccc1NC(=O)COc1ccccc1,5%,1%,x,4%,-19%,x,8%,7%,u,0%,22
Cc1ccccc1C(=O)c1cccn1CC(=O)NCc1cccc(Cl)c1,4%,0%,26%,21%,u,2%,u,u,u,13%,29
COCCOC(=O)c1c(NC(=O)CSc2cccc[n+]2[O-])sc(C(N)=O)c1C,-1%,-1%,14%,1%,-1%,-10%,1%,4%,9%,0%,-2
CCCn1c(SCC(=O)N2CCN(c3ccccc3)CC2)nc2ccccc2c1=O,-3%,-6%,3%,-8%,-2%,-2%,-19%,-14%,u,-17%,x
Nn1c(SCC(=O)NC2CCCc3ccccc32)nnc1-c1ccc(Cl)cc1Cl (stereo not given),0%,-4%,2%,-3%,3%,-2%,0%,x,1%,5%,4
COc1cccc(N=Nc2ccc3cccnc3c2O)c1,20%,-6%,0.56µM*,11%,8.5µM*,0.89µM*,35µM*,-58%,2.3µM*,16µM*,-1
CSCCC(=O)N(C)CC1CCCN(CCc2cccc(C(F)(F)F)c2)C1 (stereo not given),2%,-3%,0%,5%,3%,10%,x,-11%,-6%,-2%,-2
CC(C)(C)c1ccccc1NC(=O)CN1C(=O)NC2(CCCCCC2)C1=O,-17%,-1%,x,0%,9%,x,-5%,-3%,-2%,1%,4
Cn1cccc1Cc1nnc(SCC(=O)Nc2cccc(F)c2)n1CCc1ccccc1,-3%,-8%,27%,2%,-5%,-1%,-2%,-2%,u,-5%,13
O=C(CN1C(=O)C(=O)N(Cc2ccccc2)C1=O)Nc1ccc(OC(F)F)cc1,-5%,-6%,x,-1%,x,x,-12%,23%,-5%,2%,-3
O=C(O)CCC(=O)Nc1sc2c(c1C(=O)NC1CCCC1)CCCC2,2%,-2%,7%,-1%,-2%,-7%,-16%,-34%,-3%,-1%,4
CCCCN(C(=O)c1ccncc1)c1c(N)n(CCC)c(=O)[nH]c1=O,x,-7%,x,x,x,x,-2%,2%,20%,0%,x
CCCCCCSc1ccc([C@@H]2[C@H]3C(=O)N(C)C(=O)[C@H]3[C@]3(C(=O)OC)CCCCN23)cc1,-6%,-16%,x,2%,0%,x,-6%,-24%,-13%,-7%,3
N#Cc1cnc2c(-c3ccccc3)c(-c3ccccc3)nn2c1N,0%,-1%,-20%,-2%,-1%,5%,0%,-4%,-12%,5%,7
CC(=O)Nc1ccc(-c2nc3ccc(NC(C)=O)cc3o2)cc1,2.5µM*,21%,0%,2µM*,u,7%,u,65%,u,u,3
COc1ccc(/C=C/c2nc3ccccc3n2Cc2ccc(OC)c(OC)c2)cc1,1.6µM*,-2%,13µM*,0.79µM*,0.43µM*,u,u,u,u,2.1µM*,1
CCOc1cc(CNc2ccc3c(c2)CCC3)ccc1O,1%,2%,25%,-2%,-14%,-8%,22%,1%,u,u,2
CCC(Sc1nc2cc(OC)c(OC)cc2c(=O)n1CCc1ccc(S(N)(=O)=O)cc1)C(=O)NCCOC (stereo not given),-4%,0%,22%,2%,2%,-4%,2%,-19%,u,-4%,10
O=S(=O)(c1ccc(OCC(O)CN2CCC(Cc3ccccc3)CC2)cc1)N1CCOCC1 (stereo not given),-5%,-8%,35%,0%,0%,2%,5%,0%,-5%,-5%,x
CC(C)(C)NC(=O)COc1ccccc1C#N,-1%,-5%,-10%,4%,-1%,-21%,0%,0%,4%,1%,4
Cc1cc(C)cc(OC(C)C(=O)Nc2ccc(S(=O)(=O)Nc3cc(C)nc(C)n3)cc2)c1 (stereo not given),-5%,-6%,u,1%,2%,1%,-2%,-16%,0%,-3%,-1
c1ccc(CNC2=NCCC2)nc1,1%,-2%,u,-2%,13%,-1%,9%,15%,16%,-4%,-5
COc1ccccc1N1CCN(S(=O)(=O)c2ccc(Cl)cc2)CC1,1%,7%,39%,-8%,-1%,0%,-2%,-37%,9%,-2%,4
CC1CCN(CC(O)COCCOc2ccc(Br)cc2)CC1 (stereo not given),-1%,2%,10%,-1%,4%,-14%,-15%,45%,-2%,-3%,9
COc1cc(C(=O)Nc2ccc(C)cn2)ccc1OCC(=O)N1CCOCC1,2%,-2%,x,2%,17µM*,x,3%,9%,u,7%,-1
Cn1c(=O)c2c(SCC(=O)N3CCN(c4ccccc4)CC3)nc(C3CC3)nc2n(C)c1=O,-1%,0%,6%,-4%,1%,0%,0%,3%,u,-1%,-2
CCCN1CCN(C(=O)CCn2c(=O)c3cccn3c3cccnc32)CC1,0%,4%,0%,-2%,0%,3%,0%,-27%,12%,0%,-4
O=C(NNC(=O)c1ccc2nc[nH]c2c1)c1ccccc1,2%,0%,x,-6%,-1%,x,6%,11%,0%,3%,1
CC(C)C(=O)Nc1cccc(NC(=O)c2ccc([N+](=O)[O-])cc2Cl)c1,2%,-44%,32%,8%,u,-10%,-1%,1%,u,-1%,4
O=C(COc1ccc(Br)cc1Br)NC(=S)Nc1cccc(CO)c1,0.35µM*,-2%,1.4µM*,0.45µM*,3.8µM*,8.9µM*,u,u,u,7.3µM*,-2
CCN(CC(=O)Nc1ccccc1OC)C(=O)CSCc1ccc(C)cc1,0%,1%,x,0%,8%,x,-11%,3%,10%,0%,8
CC(=O)N1CCCc2cc(S(=O)(=O)N3CCCC(C(=O)NCc4ccccc4Cl)C3)ccc21 (stereo not given),-1%,-2%,12%,0%,-1%&5%,-3%,-3%,8%,-26%,-4%,1
Cc1ccc(NC(=O)c2ccc(S(=O)(=O)N3CCC(C)CC3)cc2)nc1,0%,-9%,x,-5%,u,x,8%,-15%,-13%,18µM*,-8
CC(C)[C@H]1CN=C2N(C[C@H](C)NC(=O)CCC3CCCCC3)[C@H](Cc3ccc(O)cc3)CN21,-3%,-7%,-6%,-1%,-2%,9%,-4%,-24%,-7%,-5%,-1
Cc1ccc(C2=[N+]([O-])C3(CCCCC/C3=N\O)N(O)C2(C)C)o1 (stereo not given),0%,1%,-4%,2%,-2%,-8%,-5%,-12%,18%,1%,0
O=C(CCS(=O)(=O)c1cccc2nonc12)NCc1ccc(Cl)cc1,0%,-5%,23%,6%,-2%,-6%,-2%,4%,-16%,-1%,u
C=CCN(CC=C)S(=O)(=O)c1ccc2nc(NC(=O)C(C)C)sc2c1,-26%,-3%,19%,-22%,6%,9%,-23%,-62%,u,4%,2
CN(CC(=O)Nc1ccc(F)cc1[N+](=O)[O-])C1CCS(=O)(=O)C1 (stereo not given),x,0%,x,x,x,x,-2%,-2%,19%,1%,x
COc1ccc(N2CCN(Cc3nnc(-c4ccccc4)o3)CC2)cc1,-4%,-1%,2%,-5%,1%,-2%,-3%,-5%,-4%,0%,-2
Brc1cccc(C2CC(c3ccccc3)n3nnnc3N2)c1 (stereo not given),-5%,-1%,31%,4%,-4%,1%,-20%,-18%,3%,-1%,13
CCOC(=O)C1(Cc2ccccc2C(F)(F)F)CCN(C(C)COC)CC1 (stereo not given),2%,2%,8%,-5%,-2%,-10%,1%,-21%,-4%,-5%,3
CS(=O)(=O)N(CC(=O)NCc1ccccc1Cl)c1cccc([N+](=O)[O-])c1,-2%,2%,-5%,-1%,3%,1%,4%,-5%,-6%,-3%,-1
